Screens as filed in PubChem BioAssay.
AI-2 QS modul: Vibrio harveyi AI-2 quorum sensing modulators, primary screen, JMH597 strain, luminescence/OD600 ratio; Vibrio harveyi JMH597 AI-2 luminescence/OD600 ratio, 9 h; stronger effect = lower value; strain lacks LuxN and CqsS sensors; 0 = neutral-control median; activity change, % at 7.5 µM; 0.4% of 300,000 active; AID 2094, 2009; in the data active = activity change below about -75%, passing the limit was not always enough; inconclusive = no clear call, values can overlap the other calls;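 also: luminescence divided by OD600 gain over 9 h not by final OD600 alone; inactives centre near 13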
HIF act: HIF pathway transcriptional activators, primary screen, cell-based, U2OS HRE-luciferase, luminescence; U2OS HRE-luciferase reporter; normalized: DMSO 0%, desferrioxamine 100%; activation, % at 7.5 µM (by protocol); 0.32% of 300,000 active;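 active = mean activation of at least 10% of the iron chelator positive control signal, with at least half of replicates also reaching 10%; inconclusive = mean and replicate majority disagree about reaching 10%; inactive = mean and most replicates under 10%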
aSyn 5UTR inh: MLPCN primary screen, SNCA 5' untranslated region; alpha-synuclein 5'UTR reporter, inhibitor activity; inhibition, % (tested at 7.5 µM); 0.82% of 300,000 active; AID 1813, 2009; in the data active = inhibition above about 60%; inconclusive = no clear call, values can overlap the other calls;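 also: H4 neuroglioblastoma cells stably carrying SNCA 5'UTR luciferase fusion; 0% = DMSO wells and 100% = positive control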
SKKanGAS inh: S. pyogenes SKKanGAS growth inhibitors in kanamycin, primary screen, streptokinase expression inhibitor project, SKKanGAS strain, BacTiter-Glo luminescence. AID 1662, 2009. inhibition, % at 7.5 µM. 6 h. 1.3% of 300,000 active;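 active = mean replicate score, as percent of positive control median, at least 50; inconclusive = mean below 50 but one replicate at or above 50; inactive = mean and every replicate below 50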;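 also: strain carries kanamycin resistance gene driven by streptokinase promoter and grows in 40 µg/ml kanamycin; loss of luminescence reflects streptokinase promoter inhibition or plain growth inhibition; 0% = median of DMSO wells and 100% = positive control at its reference dose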
HSF1 inh: HSF1 inhibitors in luciferase reporter cells, primary screen, cell-based, NIH3T3, luminescence; NIH3T3-HGL HSE-luciferase, MG132-induced, luminescence 8 h; stronger effect = lower value; activity change, negative = inhibition, % at 7.5 µM (by protocol); 0.77% of 300,000 active; AID 2098, 2009;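 active = more than half of replicate wells show activity change below -50%, luminescence cut by over half; inconclusive = some wells, but at most half, below -50%; inactive = no replicate well below -50%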;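 also: luciferase reports HSF-1 transcriptional activity via heat shock element; 0% = median of DMSO wells and -100% = zero luminescence signal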
KLF5 inhibitor: KLF5 expression inhibitors, primary screen, DLD-1 cells, luminescence; DLD-1 KLF5 promoter-luciferase reporter; inhibition, % at 5 µM; 0.23% of 290,000 active;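 active = inhibition above a per-plate limit of that plate's mean compound inhibition plus 3 SD, cut at about 60% in these data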;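 also: 0% = DMSO wells and 100% = LY294002 at 200 µM; higher means less KLF5 promoter-driven luciferase light; inactives centre near -14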
Platelet DG rel: inhibitors of platelet dense granule secretion, primary screen, cell-based, MLPCN, human platelets; human platelet-rich plasma, SFLLRN dense granule ATP release, luminescence; inhibition, %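 (compounds screened at 7.5 µM in platelet-rich plasma)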; 0.22% of 300,000 active;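 active = mean replicate score, as percent of positive control, at or above 50; inconclusive = mean below 50 but at least one replicate at or above 50; inactive = mean and every replicate below 50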
HSF1 activator: HSF-1 activators, primary screen, NIH3T3-HGL cells, MG132 stress, luminescence, single point | NIH3T3-HGL HSF-1 luciferase reporter, 8 h; 100% = twice DMSO control signal | activation, % at 9 µM | 1.7% of 300,000 active | AID 504408, 2011;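 active = mean replicate activation of at least 50% with a set share of replicates each reaching 50%; inconclusive = only one of those two conditions met; inactive = mean below 50% and too few replicates reaching it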;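 also: 0% = median of the neutral control wells and 100% = twice that signal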
HSP90 inh: HSP90 inhibitors, primary screen, cell lysate, luminescence. AID 1789, 2009. inhibition, % at 5.6 µM. 0.91% of 290,000 active. Rabbit reticulocyte lysate, luciferase refolding luminescence, 3 h;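 active = inhibition above the screen-wide mean plus 3 SD, computed separately per campaign, cut at about 16% in these data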;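 also: 0% = DMSO wells and 100% = 60 µM geldanamycin wells; inhibitors lower the luminescence because luciferase stays unfolded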
IEC-6 cytotox: cytotoxicity in IEC-6 intestinal epithelial cells, primary screen, cytotoxicity control for KLF5 inhibitor project, cell-based, luminescence; IEC-6 cytotoxicity, luminescence viability; inhibition, % at 5 µM; 0.78% of 290,000 active; in the data active = inhibition above about 22%;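 also: 0% = plate median of test compound wells and 100% = cytotoxic reference compound wells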
Numbers without * were called inactive.

CCCCCCn1c(=O)c(C(=O)Nc2ncccc2C)c(O)c2ccccc21 was read as AI-2 QS modul 21, HIF act -0.5, aSyn 5UTR inh 31, SKKanGAS inh 94*, HSF1 inh -6, KLF5 inhibitor 32, Platelet DG rel -2, HSF1 activator -2, HSP90 inh 4 and IEC-6 cytotox 1.
c1ccc(CCN2CCC3(CC2)OCCO3)cc1 was read as AI-2 QS modul 15, HIF act 0.7, aSyn 5UTR inh -3, SKKanGAS inh 1, HSF1 inh -6, Platelet DG rel -9 and HSF1 activator 6.
COc1cccc(CNCCc2ccc3c(c2)OCO3)c1OC was read as AI-2 QS modul -2, HIF act 0.4, aSyn 5UTR inh -3, SKKanGAS inh 3, HSF1 inh -2, KLF5 inhibitor 3, Platelet DG rel 0, HSF1 activator -20, HSP90 inh -2 and IEC-6 cytotox -1.
COc1ccccc1OCC#CCN1CCCC(C)C1 (stereo unspecified) was read as AI-2 QS modul 11, HIF act 0.2, aSyn 5UTR inh 1, SKKanGAS inh -7, HSF1 inh -12, KLF5 inhibitor 0, Platelet DG rel -6, HSF1 activator -3, HSP90 inh 3 and IEC-6 cytotox 2.
For Cc1ccccc1OCCCn1cc(C(=O)C(=O)N2CCOCC2)c2ccccc21 the results were AI-2 QS modul 13, HIF act 0.4, aSyn 5UTR inh -10, SKKanGAS inh 0, HSF1 inh -2, KLF5 inhibitor -6, Platelet DG rel 10, HSF1 activator -7, HSP90 inh -2 and IEC-6 cytotox -2.
For CCOC(=O)c1ccccc1C(=O)OCC the results were AI-2 QS modul 17, HIF act 0.1, aSyn 5UTR inh -6, SKKanGAS inh 17, HSF1 inh 6, Platelet DG rel -6 and HSF1 activator 4.
Screening CCn1c(=O)cc(OCC(=O)N2CCC3(CC2)OCCO3)c2ccccc21 returned AI-2 QS modul 19, HIF act 0.7, aSyn 5UTR inh 16, SKKanGAS inh -2, HSF1 inh 3, KLF5 inhibitor -15, Platelet DG rel 3, HSF1 activator 16, HSP90 inh -2 and IEC-6 cytotox 18.
Screening O=C(c1ccccc1F)N1C[C@H]2C[C@@H](C1)c1cccc(=O)n1C2 returned AI-2 QS modul 17, HIF act -0.1, aSyn 5UTR inh 9, SKKanGAS inh -1, HSF1 inh -3, KLF5 inhibitor -7, Platelet DG rel 2, HSF1 activator -1, HSP90 inh -4 and IEC-6 cytotox 1.
`Cc1ccccc1N1CCN(C2CCCN(C(=O)Cc3c(C)noc3C)C2)CC1` (stereo unspecified) gave AI-2 QS modul 18, HIF act -1.0, aSyn 5UTR inh 4, SKKanGAS inh -1, HSF1 inh -3, KLF5 inhibitor -6, Platelet DG rel 1, HSF1 activator 4, HSP90 inh -5 and IEC-6 cytotox 0.
Screening CC(C)CC(=O)Nc1ccc(S(=O)(=O)N2CC3CC(C2)c2cccc(=O)n2C3)cc1 (stereo unspecified) returned AI-2 QS modul 14, HIF act 0.1, aSyn 5UTR inh -3, SKKanGAS inh -2, HSF1 inh -6, Platelet DG rel -7 and HSF1 activator -23.
For CC(=O)O[C@@H]1/C=C/[C@](C)(O)C[C@@H](C)C/C=C/[C@H]2[C@H](O)C(C)=C(C)[C@H]3[C@H](Cc4ccccc4)NC(=O)[C@@]123 the results were AI-2 QS modul 7, HIF act -1.7, aSyn 5UTR inh 117*, SKKanGAS inh -2, HSF1 inh 0, Platelet DG rel -7 and HSF1 activator -2.
CCC(=NCc1ccc2c(c1)OCO2)c1c(O)n(C2CCCCC2)c(=O)[nH]c1=O was read as AI-2 QS modul 3, HIF act -0.7, aSyn 5UTR inh 2, SKKanGAS inh 10, HSF1 inh 4, KLF5 inhibitor -24, Platelet DG rel -2, HSF1 activator 13, HSP90 inh 0 and IEC-6 cytotox -1.
Screening CCOC(=O)C1C2c3ccccc3O[C@@]1(C)N=C1SCC(=O)N12 (stereo partly specified) returned AI-2 QS modul 28, HIF act 0.9, aSyn 5UTR inh -2, SKKanGAS inh 3, HSF1 inh -2, KLF5 inhibitor -17, Platelet DG rel -5, HSP90 inh -3 and IEC-6 cytotox 4.
O=C(Cn1ccc2ccccc2c1=O)NCC(=O)N1CCC2(CC1)OCCO2 was read as AI-2 QS modul 9, HIF act 0.0, aSyn 5UTR inh -15, SKKanGAS inh -11, HSF1 inh -2, KLF5 inhibitor 5, Platelet DG rel 4, HSF1 activator -19, HSP90 inh 2 and IEC-6 cytotox 6.
CCn1c(C)c(C(=O)Nc2ccc(OC)cc2)c2cc(OC)ccc21 was read as AI-2 QS modul 27, HIF act 2.2, aSyn 5UTR inh -86, SKKanGAS inh -13, HSF1 inh 14, KLF5 inhibitor -91, Platelet DG rel -13, HSF1 activator 14, HSP90 inh -3 and IEC-6 cytotox 5.
For CC1(C)CN2C(c3ccc(Cl)cc3)N2C1 (stereo unspecified) the results were AI-2 QS modul 11, HIF act 0.2, aSyn 5UTR inh 7, SKKanGAS inh 3, HSF1 inh -4, KLF5 inhibitor -57, Platelet DG rel 0, HSF1 activator -17, HSP90 inh -1 and IEC-6 cytotox -3.
For Cc1ccc(O)c(C(=O)c2cc(C(=O)NCCC(C)C)c(=O)n(CCC(C)C)c2)c1 the results were AI-2 QS modul 32, HIF act -0.6, aSyn 5UTR inh 4, SKKanGAS inh 32, HSF1 inh 1, KLF5 inhibitor 11, Platelet DG rel -8, HSF1 activator 3, HSP90 inh -5 and IEC-6 cytotox 0.
O=C(Cc1ccc(N(CCCl)CCCl)cc1)NC(Cc1ccc(Cl)cc1)C(=O)O (stereo unspecified) was read as AI-2 QS modul 6, HIF act 0.5, aSyn 5UTR inh -3, SKKanGAS inh 0, HSF1 inh -3, KLF5 inhibitor -18, Platelet DG rel 0, HSF1 activator 13, HSP90 inh 7 and IEC-6 cytotox -6.
Screening CCOC(=O)C(O)(c1ccc(NC(=O)Oc2ccccc2)cc1)C(F)(F)F (stereo unspecified) returned AI-2 QS modul -34, HIF act -0.4, aSyn 5UTR inh 4, SKKanGAS inh 32, HSF1 inh 3, KLF5 inhibitor 31, Platelet DG rel -3, HSF1 activator -10, HSP90 inh 1 and IEC-6 cytotox 9.
Fc1ccc(CCNCc2ccc(Br)cc2)cc1 was read as AI-2 QS modul 15, HIF act -0.3, aSyn 5UTR inh 1, SKKanGAS inh 4, HSF1 inh 5, KLF5 inhibitor 8, Platelet DG rel 5, HSF1 activator 8, HSP90 inh 0 and IEC-6 cytotox 3.
For Cc1ccc(C(=O)n2cc(CCN3CCS(=O)(=O)CC3)c3ccccc32)cc1 the results were AI-2 QS modul -3, HIF act 0.1, aSyn 5UTR inh -10, SKKanGAS inh -6, HSF1 inh 4, KLF5 inhibitor -24, Platelet DG rel -11, HSF1 activator 22, HSP90 inh -2 and IEC-6 cytotox -5.
`COc1ccc(-n2c(O)c(/C(C)=N/N3CCCCCC3)c(=O)[nH]c2=O)cc1` gave AI-2 QS modul 12, HIF act 0.2, aSyn 5UTR inh -10, SKKanGAS inh 0, HSF1 inh 1, KLF5 inhibitor -1, Platelet DG rel -2, HSF1 activator 13, HSP90 inh -7 and IEC-6 cytotox -3.
For CCCCCCn1c(=O)c(C(=O)Nc2c(C)n(C)n(-c3ccccc3)c2=O)c(O)c2ccccc21 the results were AI-2 QS modul 9, HIF act 0.0, aSyn 5UTR inh -76, SKKanGAS inh 89*, HSF1 inh -4, KLF5 inhibitor -1, Platelet DG rel 2, HSF1 activator -17, HSP90 inh -4 and IEC-6 cytotox 5.
For CCN(CC)C(=O)Oc1ccc(NC(=O)N2CCOCC2)cc1 the results were AI-2 QS modul 4, HIF act -2.2, aSyn 5UTR inh -5, SKKanGAS inh -3, HSF1 inh -5, KLF5 inhibitor -35, Platelet DG rel -1, HSF1 activator 0, HSP90 inh 5 and IEC-6 cytotox -7.
`c1nc2nc3c(c(N4CCNCC4)n2n1)CCCC3` gave AI-2 QS modul 33, HIF act -0.1, aSyn 5UTR inh 6, SKKanGAS inh 2, HSF1 inh -2, KLF5 inhibitor -28, Platelet DG rel -2, HSF1 activator -4, HSP90 inh -1 and IEC-6 cytotox 0.
For O=C(CNC(=O)c1ccc(Br)cc1)Nc1ccc(Br)cc1C(=O)c1ccccc1 the results were AI-2 QS modul 6, HIF act -0.1, aSyn 5UTR inh -10, SKKanGAS inh 11, HSF1 inh 5, KLF5 inhibitor 4, Platelet DG rel 2, HSF1 activator 29, HSP90 inh 0 and IEC-6 cytotox 1.
Screening CCOC(=O)N1CCC(NC(=O)CCc2nc(C3=CCN(C)CC3)no2)CC1 returned AI-2 QS modul 14, HIF act -0.3, aSyn 5UTR inh 9, SKKanGAS inh 7, HSF1 inh -13, KLF5 inhibitor 14, Platelet DG rel inconclusive, HSF1 activator -15, HSP90 inh -5 and IEC-6 cytotox -9.
Screening Cc1ccc(S(=O)(=O)N(C)CCCC(=O)N2CCN(c3ccccn3)CC2)cc1 returned AI-2 QS modul 11, HIF act 0.0, aSyn 5UTR inh 19, SKKanGAS inh -2, HSF1 inh 2, KLF5 inhibitor -18, Platelet DG rel -2, HSF1 activator 38, HSP90 inh 0 and IEC-6 cytotox -3.
`CCC(=O)OC1(c2ccccc2)C(C)CN(C)CC1C` (stereo unspecified) gave AI-2 QS modul 10, HIF act -0.1, aSyn 5UTR inh -5, SKKanGAS inh 5, HSF1 inh 2, KLF5 inhibitor -25, Platelet DG rel 1, HSF1 activator 5, HSP90 inh -2 and IEC-6 cytotox -5.
For COc1ccccc1OCC(=O)N1CCN(Cc2ccc3c(c2)OCO3)CC1 the results were AI-2 QS modul 22, HIF act -0.2, aSyn 5UTR inh 10, SKKanGAS inh 14, HSF1 inh -3, KLF5 inhibitor -32, Platelet DG rel 1, HSF1 activator -5, HSP90 inh -2 and IEC-6 cytotox -9.
C=CCn1c(O)c(C(C)=NCCc2ccccc2)c(=O)[nH]c1=O was read as AI-2 QS modul 31, HIF act -0.3, aSyn 5UTR inh 7, SKKanGAS inh 5, HSF1 inh 5, KLF5 inhibitor -10, Platelet DG rel 0, HSF1 activator 15, HSP90 inh 6 and IEC-6 cytotox -1.
For CC1CCCC(C)N1/N=C/c1c[nH]c2ccc(Br)cc12 (stereo unspecified) the results were AI-2 QS modul -1, HIF act -0.4, aSyn 5UTR inh 18, SKKanGAS inh 0, HSF1 inh 7, KLF5 inhibitor -2, Platelet DG rel 8, HSF1 activator 5, HSP90 inh 0 and IEC-6 cytotox 11.

A portion of the library; the hit share may differ from the screen's.
